Screening results deposited in PubChem BioAssay by Sanford-Burnham Center for Chemical Genomics.
tim23-1 inh: growth inhibitors of tim23-1 mutant yeast, primary screen, luminescence, uHTS. S. cerevisiae tim23-1 growth, BacTiter-Glo luminescence, 24 h. inhibition, % at 20 µM. 1.3% of 330,000 active. AID 463212, 2010;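 active means growth inhibition of the mutant yeast at or above 50%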;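 further: temperature-sensitive mutant grown at 25 °C; plate controls were DMSO-treated mutant yeast for no effect and medium wells lacking yeast for full effect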
tim10-1 inh: growth inhibitors of tim10-1 mutant yeast, primary screen, luminescence, uHTS. S. cerevisiae tim10-1 ts strain growth, BacTiter-Glo, 24 h. inhibition, % at 20 µM. 2.2% of 330,000 active;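 active means inhibition of at least 40%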;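 further: mutant grown at 25 °C; 0% = DMSO wells with yeast and 100% = wells holding no yeast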
MPTP block: mitochondrial permeability transition pore inhibitors, primary screen, biochemical, isolated mouse mitochondria, absorbance; Ca2+ swelling absorbance, 30 min; inhibition, % at 10 µM; 1.4% of 360,000 active;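 active means inhibition of 50% or more, scaled per plate between neutral and stimulator controls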;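 further: 0% = DMSO wells given calcium and 100% = 1 mM EGTA wells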
NALP3 yeast inh: NALP3 inflammasome inhibitors in reconstituted yeast, primary screen, luminescence, uHTS. Yeast reconstituted NLRP3/ASC/caspase-1, beta-gal luminescence, 24 h. inhibition, % at 10 µM. 0.39% of 330,000 active. AID 2825, 2010;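 active means inhibition of 50% or more; inactive means inhibition below 50%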;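 further: plate controls were induced DMSO wells for no effect and uninduced yeast grown without galactose for full effect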
MIN6 prolif: inducers of MIN6 beta-cell proliferation, primary screen, ATP luminescence, uHTS | MIN6 cells proliferation, ATPlite luminescence, 48 h; cells starved in 0.2% serum; 100% = growth in 10% serum | proliferation, % at 10 µM | 0.29% of 330,000 active | AID 2380, 2010;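 active means compounds whose signal lies at least 3.5 SD above the mean of all wells on their plate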;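 further: 0% = DMSO-treated cells in low-serum medium and 100% = 10% serum control; some compounds called inactive have numbers as strong as hits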
APJ antagonist: antagonists of human apelin receptor APJ, primary screen, CHO-K1 cells, beta-arrestin complementation, luminescence | 0.32% of 330,000 active | AID 2521, 2010 | inhibition, % at 20 µM;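 active means inhibition above about 40% at 20 µM, limit read from the data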;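 further: cells challenged with 10 nM apelin-13 agonist together with compound; plate controls were apelin-13 plus DMSO wells for no effect and DMSO wells lacking apelin-13 for full effect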
Target sequence (P35414 whole entry, looked up): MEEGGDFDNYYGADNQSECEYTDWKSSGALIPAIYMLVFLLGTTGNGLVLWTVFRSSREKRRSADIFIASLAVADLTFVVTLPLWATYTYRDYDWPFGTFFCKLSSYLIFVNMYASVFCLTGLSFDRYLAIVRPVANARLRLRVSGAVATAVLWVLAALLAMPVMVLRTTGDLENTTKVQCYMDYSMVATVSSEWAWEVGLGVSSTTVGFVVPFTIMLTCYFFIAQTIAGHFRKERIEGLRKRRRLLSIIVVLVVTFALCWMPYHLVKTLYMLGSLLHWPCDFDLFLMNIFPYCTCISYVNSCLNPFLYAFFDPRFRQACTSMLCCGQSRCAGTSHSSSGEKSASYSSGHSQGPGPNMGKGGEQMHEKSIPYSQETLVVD
APJ ag: agonists of human apelin receptor APJ, primary screen, CHO-K1 cells, PathHunter beta-arrestin, luminescence. 0% DMSO wells, 100% apelin. activation, % at 20 µM. P35414. 0.11% of 330,000 active;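 active means activation more than six SD over the plate average, tested at 20 µM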;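 further: 0% = DMSO alone and 100% = apelin-13 at 10 nM; some results filed as inactive read as strong as hits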
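Material: CHO-K1 APJ beta-arrestin complementation cell line; Input: cell density 1000 per well; Incubation: compound stimulation 90 min at 25 °C, detection 60 min; Signal: luminescence from split beta-galactosidase complementation, Galacton Star/Emerald II substrate; Controls: DMSO-only wells as negative, 10 nM Apelin-13 as positive control.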
TIM10 inh: growth inhibitors of isogenic TIM10 control yeast, primary screen, counter-screen for tim10-1 yeast inhibitor project, luminescence, uHTS; S. cerevisiae TIM10 strain growth, BacTiter-Glo luminescence, 24 h; inhibition, % at 10 µM; 1.4% of 330,000 active;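 active means inhibition of 40% or more at the single tested concentration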;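 further: wild-type TIM10 isogenic control strain grown at permissive 25 °C; 0% = DMSO yeast wells and 100% = minimal medium wells without yeast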
NR3A LBD binder: binders of NR3A ligand-binding domain, primary screen, biophysical, differential scanning fluorimetry, uHTS; NR3A LBD differential scanning fluorimetry, Tm shift; 0% = protein alone, 100% = glycine-bound protein; Tm shift relative to glycine control, % at 25 µM; 2.5% of 340,000 active; AID 1259313, 2017;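 active means melting temperature shift of at least 10% of the positive control shift, at one fixed dose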
The depositor's hits bear a star; . = not tested or not shown; & = joins results of further samples.

entry	structure	tim10-1 inh	tim23-1 inh	MPTP block	NALP3 yeast inh	APJ antagonist
1	C=CCn1cnc2sc(C(=O)Nc3ccccc3OC)c(C)c2c1=O	2	-2	3.2	18	-2
2	CCC1C(=O)N=C(SCC(=O)Nc2cccc3ccccc23)NC1=O (centres undefined)	37	8	-2.5	-5	-4
3	COc1ccc2c(c1)c(CC(=O)Nc1ccccc1OC)c(C)n2C(=O)c1ccc(Cl)cc1	31	17	3.3	7	10
4	O=[N+]([O-])c1ccc(N2CCN(C(=S)Nc3ccccc3)CC2)cc1	8	3	0.4	-2	10
5	Cc1c(C#N)c(N)nc2c3c(sc12)NC(=O)CC3c1ccc(F)cc1 (centres undefined)	7	-14	0.3	6	18
6	CC(=O)c1ccc(NC(=O)Cn2nc(C)cc2C)cc1	7	0	-0.7	14	0
7	CCOC(=O)Cn1c(-c2ccccc2)nc2ccccc2c1=O	25	18	-0.1	6	5
8	COc1ccc2cc(C(=O)C3CCCN(C(=O)CCc4ccccn4)C3)ccc2c1 (centres undefined)	19	21	0.9	27	8
9	CC(=O)Nc1ccc(SCc2csc(C)n2)cc1	-7	13	0.1	1	5
10	CC(C)Nc1nnc(Sc2ccc(Cl)cc2[N+](=O)[O-])s1	79*	48	0.6	29	-82

entry	MIN6 prolif	APJ ag	TIM10 inh	NR3A LBD binder
1	-3	2	-1	3
2	-2	0	-6	1
3	-6	-5	23	-2
4	-1	-4	-8	2
5	-2	-2	-1	4
6	1	-7	-7	-1
7	1	-6	0	1
8	0	-2	18	-1
9	5	-3	14	1
10	0	7	69*	-7

The results go on.
entry	structure	tim10-1 inh	tim23-1 inh	MPTP block	NALP3 yeast inh	APJ antagonist
11	Cc1ccc(-n2c(O)c(/C=N/n3cnnc3)c3ccccc3c2=O)cc1	-5&-3	1&7	0.8&-0.9	7&3	-6&-6
12	O=C(NCCCN1CCOCC1)c1cc2c([nH]c3ccccc32)c(-c2cccc(Br)c2)n1	30	25	0.0	15	-5
13	CC(=O)C1=C(O)C(=O)N(c2ccc(Br)cn2)C1c1ccc(Br)cc1 (centres undefined)	16	32	4.0	6	-13
14	CCCCCn1c(N2CCCC2)nc2c1c(=O)n(C)c(=O)n2C	7	19	0.1	32	-6
15	C1CCc2nnc(-c3nnc4n3CCCCC4)n2CC1	5	-8	-2.0	7	20
16	CCOC(=O)C1=C(N)n2c(s/c(=C\c3cccs3)c2=O)=C(C(=O)OCC)C1c1cccs1 (centres undefined)	14	12	1.1	21	3
17	CSc1ccccc1OCc1cc(C(=O)N(C)CCn2nc(C)cc2C)no1	15	21	-1.3	8	-17
18	Cc1ccccc1C(=O)NC(=S)Nc1ccc2[nH]c(=O)[nH]c2c1	0	-3	1.4	6	16
19	CC(=O)c1ccc(-n2c(CCC(=O)O)ccc2-c2ccc(Cl)cc2)cc1	30	17	-1.0	5	11
20	CCCCN(CC)S(=O)(=O)c1ccc2c(c1)n(C)c(=O)c(=O)n2C	-8	3	0.6	13	-5

entry	MIN6 prolif	APJ ag	TIM10 inh	NR3A LBD binder
11	0&-2	1&1	0&9	-4&-3
12	-6	-1	13	-8
13	-2	1	3	-2
14	-2	-3	-4	-1
15	4	-3	0	1
16	-1	-4	-6	-2
17	-3	-2	16	-2
18	0	-2	-14	1
19	-3	-1	18	0
20	-2	-2	-5	3

Reprinted, entries 12 to 19
entry	structure	tim10-1 inh	tim23-1 inh	MPTP block	NALP3 yeast inh	APJ antagonist
12	O=C(NCCCN1CCOCC1)c1cc2c([nH]c3ccccc32)c(-c2cccc(Br)c2)n1	30	25	0.0	15	-5
13	CC(=O)C1=C(O)C(=O)N(c2ccc(Br)cn2)C1c1ccc(Br)cc1 (centres undefined)	16	32	4.0	6	-13
14	CCCCCn1c(N2CCCC2)nc2c1c(=O)n(C)c(=O)n2C	7	19	0.1	32	-6
15	C1CCc2nnc(-c3nnc4n3CCCCC4)n2CC1	5	-8	-2.0	7	20
16	CCOC(=O)C1=C(N)n2c(s/c(=C\c3cccs3)c2=O)=C(C(=O)OCC)C1c1cccs1 (centres undefined)	14	12	1.1	21	3
17	CSc1ccccc1OCc1cc(C(=O)N(C)CCn2nc(C)cc2C)no1	15	21	-1.3	8	-17
18	Cc1ccccc1C(=O)NC(=S)Nc1ccc2[nH]c(=O)[nH]c2c1	0	-3	1.4	6	16
19	CC(=O)c1ccc(-n2c(CCC(=O)O)ccc2-c2ccc(Cl)cc2)cc1	30	17	-1.0	5	11

entry	MIN6 prolif	APJ ag	TIM10 inh	NR3A LBD binder
12	-6	-1	13	-8
13	-2	1	3	-2
14	-2	-3	-4	-1
15	4	-3	0	1
16	-1	-4	-6	-2
17	-3	-2	16	-2
18	0	-2	-14	1
19	-3	-1	18	0

(continued)
entry	structure	tim10-1 inh	tim23-1 inh	MPTP block	NALP3 yeast inh	APJ antagonist
21	COc1ccc(-c2cc(C(F)(F)F)nc(SCC(=O)Nc3ccc4c(c3)OCO4)n2)cc1OC	23	10	0.7	-29	-11
22	O=C(O)C(C(=O)O)=C1C2CC3CC(C2)CC1C3	6	7	1.8	10	2
23	Cc1ccc(C(=O)SC2=NCCS2)cc1	3	73*	-0.1	11	23
24	Cc1cc(C)nc(/N=C2\NC(=O)CC3C(=O)NCCN23)n1 (centres undefined)	6	28	-0.2	11	2
25	S=c1[nH]nc(-c2cccs2)n1/N=C/c1cn(-c2ccccc2)nc1-c1ccccc1	23	29	1.3	16	1
26	CCCOc1ccc(C(=O)N(Cc2cccs2)C2CCS(=O)(=O)C2)cc1 (centres undefined)	14	-2	0.6	12	-1
27	COc1ccc(/C=C2\SC(=S)N(NC(=O)c3csc4c3CCCC4)C2=O)cc1	24	-6	-1.2	12	6
28	Cc1nn(S(=O)(=O)c2ccc(C(C)C)cc2)c(C)c1S(=O)(=O)N1CCOCC1	2	-8	-0.9	9	-2
29	O=C(c1ccc(Cl)cc1)N1CCCCC(Cl)C1=O (centres undefined)	20	19	-1.5	-4	17
30	COc1ccc(-c2nc(C(=O)O)cs2)cc1OC	22	6	0.8	9	13

entry	MIN6 prolif	APJ ag	TIM10 inh	NR3A LBD binder
21	0	3	7	-18
22	1	1	7	1
23	0	-1	26	-8
24	-2	10	-7	-1
25	-4	0	17	-5
26	1	-2	0	-1
27	0	1	-2	0
28	2	-2	0	5
29	-1	-4	10	-1
30	0	0	0	0

Later entries.
entry	structure	tim10-1 inh	tim23-1 inh	MPTP block	NALP3 yeast inh	APJ antagonist
31	O=C(CSc1n[nH]c(=O)[nH]c1=O)Nc1ccccc1C(=O)c1ccccc1	-9	5	-0.1	13	3
32	NC(=O)Nc1ccc(C(=O)OCC(=O)N(Cc2ccccc2)C2CCS(=O)(=O)C2)cc1 (centres undefined)	-7	2	0.2	14	-9
33	Cc1cc(C)c(NC(=O)CSc2nc3ncc(Cl)cc3[nH]2)c(C)c1	8	8	0.1	11	11
34	CC1=C(C#N)C(c2ccc3ncccc3c2)C(C#N)=C(C)N1	22	20	0.0	27	8
35	COc1cc(C2C3CN(C)CC=C3C(C#N)=C(N)C2(C#N)C#N)ccc1OC(C)C (centres undefined)	4	5	0.1	2	21
36	C/C(=N/N1CCN(c2ccccc2)CC1)c1cccc([N+](=O)[O-])c1	9	5	2.4	23	1
37	COc1ccc(C)cc1NC(=O)NCCC1=CCCCC1	43*	41	2.1	-12	2
38	CCCCN(CCCC)CCNC(=O)CNC(=O)c1cccs1	-2	27	2.5	15	-15
39	COC(=O)c1ccccc1C(=O)N1CCOCCOCCOCC1	5	5	0.4	-3	4
40	Cc1ccccc1C(=O)Nc1nnc(SCC(=O)NC2CC2)s1	14	-5	-1.1	15	9

entry	MIN6 prolif	APJ ag	TIM10 inh	NR3A LBD binder
31	-3	-4	13	1
32	0	-3	2	0
33	-4	6	-6	0
34	-2	-2	12	.
35	4	-10	5	-2
36	2	-2	7	-1
37	-1	-4	38	-1
38	-3	-5	-7	5
39	1	-4	-8	0
40	-6	-2	5	-1

More structures
entry	structure	tim10-1 inh	tim23-1 inh	MPTP block	NALP3 yeast inh	APJ antagonist
41	Cc1ccc(Sc2ncccc2C(=O)NCC(c2ccc(F)cc2)N2CCOCC2)cc1C (centres undefined)	24	33	-1.4	16	5
42	C=CCn1c(SCC(=O)Nc2ccccc2F)nc2ccccc2c1=O	-30	14	0.5	16	14
43	CC(=O)c1cccc(NC(=O)N2C3CCC2CC(NC(=O)C2CC2)C3)c1 (centres undefined)	2	12	1.1	12	-9
44	O=C(NC1CC1)c1ccc(N2CCCCC2)c([N+](=O)[O-])c1	16	15	0.1	17	-7
45	Cc1ccc(F)cc1NC(=O)CSCc1c(C)noc1C	9	5	-0.3	17	-38
46	C#CCOCCOCCOCCNc1nc(N2CCN(C(=O)[C@H](CO)n3cc([C@@H](N)C(C)C)nn3)CC2)nc(N2CCN(C(=O)[C@H](CCC(=O)O)n3cc([C@@H](N)CCCCN)nn3)CC2)n1	12	7	1.6	-12	5
47	COc1ccc(CNC(=O)C(C)NCc2ccccc2Cl)cc1 (centres undefined)	22	12	-0.7	5	-1
48	O=C(NCc1ccccn1)C1CCCN(S(=O)(=O)c2ccccc2)C1 (centres undefined)	5	20	-0.4	9	20
49	CCOC(=O)CCCNC(=O)CN1C(=O)NC2(CCCCCC2)C1=O	11	20	-2.2	-11	-21

entry	MIN6 prolif	APJ ag	TIM10 inh	NR3A LBD binder
41	-4	-5	7	0
42	-1	0	-18	-1
43	-1	-4	-8	1
44	5	9	11	0
45	0	-3	-5	2
46	-1	-1	2	0
47	-1	-1	-1	7
48	0	-2	10	1
49	1	-4	-16	1
